# KCNK3 block = human KCNK3 channel inhibitors, primary screen, CHO cells, FluxOR thallium flux, B-score | B-score at 10 µM | hit rate 0.84% among 340,000 | Potassium channel subfamily K member 3 (Homo sapiens), O14649 | FluxOR fluorescence; active compounds read low;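 active = B-score under library mean minus 4 SD, starting fluorescence ratio at most library mean plus 5 SD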;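 also: more negative B-score means stronger inhibition of thallium flux through KCNK3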
# RGS4 pot = RGS4 potentiators or activators, primary screen, cell-based, HEK293 M3R inducible RGS4, calcium flux | carbachol calcium flux Fluo4; active compounds read low | B-score at 10 µM | hit rate 0.92% among 310,000;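 active = B-score of the integrated calcium signal more than 4 SD below the library mean, with starting fluorescence not abnormally high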;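 also: negative B-score means reduced calcium response which marks RGS4 activation or potentiation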
#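 Assay system: Inducible-RGS4 HEK293 cells carrying M3 receptor | Schedule: Compound preincubation 20 min at room temperature before agonist | Signal: Kinetic calcium fluorescence imaging with Fluo4-AM dye, 2 µM | Read-out basis: B score from integrated fluorescence ratio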
# hERG protect = hERG rescue from dofetilide block, primary screen, cell-based, CHO-hERG, FluxOR thallium flux, dofetilide IC70; Voltage-gated inwardly rectifying potassium channel KCNH2 (Homo sapiens), Q12809; dofetilide IC70 present; activation (rescue from dofetilide block), less the hit threshold, % at 10 µM; hit rate 0.51% among 310,000; AID 1511, 2009;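 active = activation above the mean of controls blocked by dofetilide plus 5 SD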;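 also: thallium influx through hERG after potassium depolarization seen as dye fluorescence rise; in these data hits start at about 4.7%; inactives centre near -7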
# Target sequence (Q12809 whole entry, looked up): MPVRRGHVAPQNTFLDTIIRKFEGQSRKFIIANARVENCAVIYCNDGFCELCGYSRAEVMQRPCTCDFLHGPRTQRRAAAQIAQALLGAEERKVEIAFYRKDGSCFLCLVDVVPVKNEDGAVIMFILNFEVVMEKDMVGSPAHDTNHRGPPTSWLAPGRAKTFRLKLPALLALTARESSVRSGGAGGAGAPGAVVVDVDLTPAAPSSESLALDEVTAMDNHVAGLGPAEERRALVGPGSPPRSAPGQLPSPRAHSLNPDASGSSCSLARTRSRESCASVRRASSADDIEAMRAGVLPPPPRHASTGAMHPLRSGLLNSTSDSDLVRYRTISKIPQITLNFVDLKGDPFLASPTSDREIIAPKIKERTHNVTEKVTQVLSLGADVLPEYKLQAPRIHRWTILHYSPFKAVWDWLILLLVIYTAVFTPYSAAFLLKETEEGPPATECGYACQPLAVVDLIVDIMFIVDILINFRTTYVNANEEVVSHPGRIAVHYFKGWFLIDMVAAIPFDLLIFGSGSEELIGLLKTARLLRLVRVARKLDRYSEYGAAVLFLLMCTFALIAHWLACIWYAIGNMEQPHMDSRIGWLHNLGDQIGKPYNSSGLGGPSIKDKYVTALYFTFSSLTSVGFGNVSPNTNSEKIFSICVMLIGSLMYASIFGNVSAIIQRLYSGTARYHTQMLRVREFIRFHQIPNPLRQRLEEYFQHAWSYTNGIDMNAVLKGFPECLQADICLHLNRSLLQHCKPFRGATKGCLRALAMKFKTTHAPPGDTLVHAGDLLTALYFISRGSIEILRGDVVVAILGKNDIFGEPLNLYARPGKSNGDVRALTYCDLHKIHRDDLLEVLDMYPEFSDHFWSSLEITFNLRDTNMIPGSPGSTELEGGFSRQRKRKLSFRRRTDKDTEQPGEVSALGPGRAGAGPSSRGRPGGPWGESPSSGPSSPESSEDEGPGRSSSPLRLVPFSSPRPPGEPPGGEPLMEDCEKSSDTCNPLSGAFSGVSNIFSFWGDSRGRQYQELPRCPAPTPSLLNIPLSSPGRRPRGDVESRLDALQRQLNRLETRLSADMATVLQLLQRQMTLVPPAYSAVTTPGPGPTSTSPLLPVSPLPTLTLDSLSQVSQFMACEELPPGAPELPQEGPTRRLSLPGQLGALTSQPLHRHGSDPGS
# KCNQ1 pot = potentiators or activators of KCNQ1 channel, primary screen, cell-based, thallium flux, high-throughput; AID 2648, 2010; Potassium voltage-gated channel subfamily KQT member 1 (Homo sapiens), P51787; hit rate 0.35% among 310,000; CHO-K1 KCNQ1, thallium flux FluxOR fluorescence; active compounds read high; B-score at 10 µM;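 active = fluorescence ratio B-score, a plate-corrected score, at least three library SD, with initial intensity B-score within 5 SD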
#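 assay system = CHO-K1 cells stably expressing KCNQ1 | medium = assay buffer, equal DMSO in all wells | timing = 37 °C overnight plating, 90-min dark dye load, 20-min compound pretreatment | measured by = kinetic FluxOR thallium fluorescence, 10-s 1-Hz baseline, 110-s post-stimulus read | measure = fluorescence change relative to baseline, converted to B score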
# KCNQ1 inh = inhibitors of human KCNQ1 channel, primary screen, cell-based, thallium flux, high-throughput | CHO-K1 KCNQ1, FluxOR thallium flux fluorescence; active compounds read high | B-score at 10 µM | hit rate 1.3% among 310,000 | Potassium voltage-gated channel subfamily KQT member 1 (Homo sapiens), P51787;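 active = compounds whose thallium flux B-score, printed positive for inhibition, exceeds three library SD while starting fluorescence stays within three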;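 also: channel opened by potassium depolarization with thallium stimulus after 20 min compound exposure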
# Dyrk1A ADPGlo = rat Dyrk1A kinase inhibitors, primary screen, biochemical, single point, plate reader; Dual specificity tyrosine-phosphorylation-regulated kinase 1A (Rattus norvegicus), Q63470; ADP-Glo luminescence, NFATc1 peptide; inhibition, % at 12.5 µM; hit rate 0.43% among 310,000; in the data active = inhibition above about 50%;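 also: plate controls were vehicle with enzyme for no effect and no enzyme for full effect; many of its hits are not listed in these tables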
# HDAC3 inhib = HDAC3 deacetylase inhibitors, primary screen, biochemical, fluorescence, cell-free homogeneous. hit rate 0.15% among 320,000. AID 2718, 2010. Histone deacetylase 3 (Homo sapiens), O15379. recombinant HDAC3, fluorogenic peptide/trypsin coupled. inhibition, % at 8.3 µM; in the data active = inhibition above about 26%, passing the limit was not always enough; inconclusive = no clear call, values can overlap the other calls
# PolyA inhibitor = polyadenylation inhibitors in yeast reporter cells, primary screen, luminescence, S. cerevisiae. calls only at 12 µM. S. cerevisiae SKY197-pL101 polyadenylation reporter, beta-gal luminescence; efflux-impaired pdr1/pdr3 knockout yeast; score 100 = 6 SD above DMSO. hit rate 0.02% among 300,000;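 active = lowest replicate activity score at least 50, where 100 means six control SD above control mean; inconclusive = lowest score under 50 but half or more replicates reach 50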;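 also: yeast exposed to compound for 9 h at 30 °C; higher score means more reporter readthrough which indicates perturbed polyadenylation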
# KCNK9 block = KCNK9 potassium channel inhibitors, primary screen, HEK293 cells, thallium flux. B-score at 10 µM. Potassium channel subfamily K member 9 (Homo sapiens), Q9NPC2. hit rate 1.2% among 310,000. FluxOR thallium flux fluorescence; active compounds read low;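 active = ratio B-score over 3 SD below the library mean, with starting fluorescence within 5 SD of its mean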;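 also: negative B-score means less thallium flux so channel inhibition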
# GSK3 alpha inh = blockers of GSK3A enzyme activity – biochemical, luminescence, cell-free homogeneous, HTS, primary screen; GSK-3 alpha kinase, ADP-Glo luminescence, 60 min; inhibition, % at 10 µM; hit rate 0.1% among 320,000;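 in the data active = inhibition above about 50%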;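 also: GST-tagged GSK-3 alpha with peptide substrate and 25 µM ATP; 0% = DMSO neutral wells and 100% = GW8510 positive control wells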
# GSK3beta inhib = human GSK3beta kinase inhibitors, primary screen, biochemical, cell-free homogeneous, HTS; Glycogen synthase kinase-3 beta (Homo sapiens), P49841; GST-GSK3beta kinase, ADP-Glo luminescence, 60 min; active compounds read low; activity score (negative = inhibition), % at 10 µM; hit rate 0.038% among 300,000; AID 2097, 2009;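 active = more than half of replicate wells score below -50%, meaning over 50% inhibition versus plate controls; inconclusive = some replicates but at most half score below -50%; inactive = no replicate scores below -50%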;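 also: 0% = median DMSO wells and -100% = median GW8510 positive control wells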
#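 Assay system: GST-fused GSK3beta enzyme, cell-free / Medium: Tris pH 7.5 buffer with MgCl2, DTT, BSA, heparin / Also added: peptide substrate plus 25 µM ATP (final) / Compound: 10 µM single point / Timing: kinase reaction with compound 60 min at room temperature / Detection: ADP-Glo luminescence / Benchmarks: DMSO neutral wells and GW8510 at 20 µM as positive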
# Numbers without * were called inactive; i = inactive; ? = inconclusive; / = no result given. The list is partial; count on the stated rates, not on these rows.
SMILES,KCNK3 block,RGS4 pot,hERG protect,KCNQ1 pot,KCNQ1 inh,Dyrk1A ADPGlo,HDAC3 inhib,PolyA inhibitor,KCNK9 block,GSK3 alpha inh,GSK3beta inhib
CC(=O)c1sc(NC(=O)COc2ccc([N+](=O)[O-])cc2)nc1C,i,i,-6,i,i,2,4,/,i,-1,0
FC(F)Sc1ccc(-n2c(-c3ccc(Cl)cc3)c[n+]3c2CCC3)cc1,i,i,-27,i,i,1,3,i,i,1,0
COc1ccc(NC(=O)CSc2nc3c(c(=O)n2-c2ccc(F)cc2)SCC3)c(OC)c1,i,i,-10,i,i,5,-6,i,i,-2,0
Cc1ccc[n+](CC(=O)c2ccc(NC(=O)c3ccccc3)cc2)c1C,i,i,-5,i,i,/,2,i,i,2,3
COc1ccccc1CCNC(=O)CSc1nc(=O)[nH]c2c1CCC2,i,i,-11,i,i,5,6,i,i,-1,1
CC1CCN(c2c(NCC3CCC(C(=O)N4CCCCC4)CC3)c(=O)c2=O)CC1 (centres undefined),i,i,-10,i,i,-3,4,i,i,0,1
COC(=O)c1ccccc1NC(=O)c1ccccc1N(C)S(=O)(=O)c1ccccc1,i,i,-11,i,i,8,0,i,i,3,2
CCON1C(=O)CN(C(=O)OC)C1c1ccc(Cl)cc1Cl (centres undefined),i,i,-10,i,i,-5,4,i,i,-1,0
COc1cc2c(cc1OC)CN(C(=O)C1CCN(S(=O)(=O)c3ccccc3F)CC1)CC2,i,i,-6,i,i,-4,1,i,i,0,3
NCCCC(=O)N1c2ccccc2Sc2ccc(Cl)cc21,i,-7.9*,-3,i,i,-1,-1,i,i,2,1
Cc1cc(C(=O)CSc2nnc(-c3cccc(F)c3)n2N)c(C)n1Cc1ccc2c(c1)OCO2,i,i,-9,i,i,1,4,i,i,-3,-2
COc1ccc(Oc2ccccc2C#N)cc1,i,i,-12,i,i,5,2,i,i,-1,-1
CCc1ccc(-n2c(Cn3nc(C(F)(F)F)cc3C)n[nH]c2=S)cc1,i,i,-8,i,i,4,9,i,i,3,2
O=C(NC(=S)NNC(=O)c1ccccc1O)c1ccc(F)cc1,i,i,-7,i,i,-1,-4,i,i,-2,-17
COC(=O)C1(O)CC(C(C)C)=NN1C(=O)c1ccccc1 (centres undefined),i,i,-5,i,i,-1,1,i,i,0,-16
Cc1ccc(C(=O)Nc2ccccc2SCC2CSc3nc4ccccc4c(=O)n32)cc1 (centres undefined),i,i,-11,i,i,4,4,i,i,2,-1
COc1ccc(-c2oc3cccnc3c2-c2ccc(OC)nc2)cc1,i,i,-3,i,i,14,-4,i,i,-2,3
CC(=O)c1c(O)cc(C)n(-c2ccc(F)cc2)c1=O,i,i,-6,8*,i,-2,5,i,i,-4,4
COC(=O)CCCCCCCCC(=O)Nc1nc2ccccc2s1,i,i,-12,i,i,1,-1,i,i,3,10
O=C(Nc1ccc(C(F)(F)F)cc1)C1CCCN1S(=O)(=O)c1cccc2cccnc12 (centres undefined),i,i,-16,i,i,14,2,i,i,0,5
CSc1ccccc1C(=O)NCc1ccc2c(c1)OCO2,i,i,-4,i,i,/,-4,i,i,-1,2
Cc1ccccc1C(=O)Oc1cc(N)n(S(C)(=O)=O)n1,i,i,-11,i,i,9,10,i,i,7,1
Cc1cccc(C)c1NC(=O)CCn1cnc2ccccc2c1=O,i,i,-14,i,i,-5,1,i,i,-1,-2
COc1ccc(-c2nnc(NC(=O)c3ccc([N+](=O)[O-])o3)o2)c(OC)c1,i,i,-5,i,i,32,-3,i,i,-1,2
O=S(=O)(c1ccc(-c2ccno2)s1)N1CCCCC1,i,i,-2,i,i,0,-1,i,i,-1,-2
SMILES,KCNK3 block,RGS4 pot,hERG protect,KCNQ1 pot,KCNQ1 inh,Dyrk1A ADPGlo,HDAC3 inhib,PolyA inhibitor,KCNK9 block,GSK3 alpha inh,GSK3beta inhib
Cc1nc(SCC(=O)NCc2ccco2)c2c(=O)n(C)c(=O)n(CC(C)C)c2n1,i,i,-5,i,i,-2,7,i,i,-3,1
O=S(=O)(c1ccccc1)N1N=C(c2ccccc2)CC1c1ccccc1F (centres undefined),i,i,-13,i,i,0,-6,i,i,0,0
O=C(c1cccc(S(=O)(=O)N2CCOCC2)c1)N1CCCC(C(F)(F)F)C1 (centres undefined),i,i,-4,i,i,-13,-3,/,i,-3,0
COC(=O)c1nnn(-c2ccsc2C(=O)OC)c1C(=O)OC,i,i,-13,i,i,/,-8,i,i,-1,2
CC1(C)OC(c2ccccc2)=C/C(=C/C=N/NC(=O)c2ccncc2)O1,i,i,-31,i,i,8,-2,i,i,1,-8
N#Cc1nc(-c2ccc(F)cc2)oc1NCCN1CCOCC1,i,i,-15,i,i,11,-24,i,i,7,-2
CCOc1ccc(Br)cc1CNCCN1CCOCC1,i,i,-1,i,i,-1,1,i,i,-4,0
CC1(C)CCC(=O)N2CC[C@H]3C[C@H](OC(=O)Nc4ccc5c(c4)OCO5)C[C@@H]1[C@H]32,i,i,-9,i,i,10,7,/,-8*,13,-3
COC(=O)c1sccc1NC(=O)c1ccc(Cl)cc1,i,i,-12,i,i,-4,4,i,i,-2,-2
CCCCCCSc1cc(-c2nc3cc(C)ccn3c2NCCCC)ccc1OC,i,i,-11,i,i,/,-4,i,i,-2,2
Cc1ccc(NC(=O)CN(C)C(=O)C(C)OC(=O)c2ccccc2NCCO)cc1 (centres undefined),i,i,-9,i,i,-1,-32,i,i,-2,1
Cc1ccccc1NC(=O)C(C)Sc1nnc(-c2ccncc2)n1CC1CCCO1 (centres undefined),i,i,-7,i,i,5,-12,i,i,1,-2
CCCCOc1ccccc1C(=O)NCC(=O)O,i,i,1,i,i,-7,2,i,i,-7,3
CCOc1ccc(CNCCNC(=O)c2nonc2N)cc1,i,i,-10,i,i,1,-6,i,i,-3,-2
COc1ccc(OC)c(-c2nnc(SCC(=O)NC3CCCCC3)o2)c1,i,i,-10,i,i,13,2,i,i,/,-2
O=C(/C=C/c1cccs1)c1cc(Cl)ccc1OC(=O)N1CCOCC1,i,i,-12,i,i,14,2,i,i,-1,0
Cc1nc(NCCO)c2nnn(Cc3ccccc3F)c2n1,i,i,-7,i,i,-3,3,i,i,-23,0
COc1cccc(/C=N/Nc2snc(SC)c2C#N)c1O,i,i,-8,i,i,-2,-1,i,i,0,1
CCCOc1ccc(-c2nc(-c3ccc([N+](=O)[O-])cc3)cs2)cc1,i,i,-3,i,i,1,/,i,i,-3,-3
O=C(O)c1ccc(S(=O)(=O)Cc2ccccc2)cc1,i,i,-11,i,i,-4,5,i,i,/,1
CC(=O)c1ccc(-n2c(SCC(=O)c3c[nH]c4ccccc34)nc3ccccc3c2=O)cc1,i,i,-5,i,i,4,-1,i,i,4,-13
NNC(=O)CNC(c1ccccc1)c1cc(Br)ccc1NC(=O)CCN1CCOCC1 (centres undefined),i,i,-7,i,i,5,-1,i,i,-2,4
Cc1cc(C(=O)NCCc2ccc(Cl)cc2)n(-c2ccccc2)n1,i,i,-14,i,i,-4,6,i,i,-1,3
CCCc1cc(N2CCCC(C(=O)Nc3ccc(OC)cc3OC)C2)n2ncnc2n1 (centres undefined),i,i,-9,i,i,0,7,i,i,1,0
Cc1cc(=O)n(-c2ccc3ccccc3n2)[nH]1,i,i,-5,i,i,11,-13,i,i,2,-4
SMILES,KCNK3 block,RGS4 pot,hERG protect,KCNQ1 pot,KCNQ1 inh,Dyrk1A ADPGlo,HDAC3 inhib,PolyA inhibitor,KCNK9 block,GSK3 alpha inh,GSK3beta inhib
COc1cccc(-c2nnn(CC(=O)O)n2)c1,i,i,-8,i,i,/,-4,i,i,-4,1
O=C(Nc1ccc(C(=O)N2CCCC2)cc1)c1ccc2c(c1)OCO2,i,i,-8,i,i,9,0,i,i,-2,0
CC1CCC(NC(=O)CCNC(=O)c2ccccc2)CC1 (centres undefined),i,i,-8,i,i,2,?,i,i,-2,-1
Cc1onc(C(=O)NC(C)c2ccccc2)c1[N+](=O)[O-] (centres undefined),i,i,-9,i,i,4,2,i,i,-1,-1
Cc1sc2nc(CSc3ccccc3)nc(N3CCOCC3)c2c1C,i,i,-12,i,i,-4,-9,i,i,-1,-3
COC(=O)c1cc2c(cc1[N+](=O)[O-])OCO2,i,i,-3,i,i,3,-2,i,i,8,2
Cc1ccc([N+](=O)[O-])cc1NC(=O)C(C)N1CCCCC1 (centres undefined),i,i,-5,i,i,4,-1,i,i,-1,2
Cc1cc(C)c2nc(SCC(=O)Nc3cc(C)on3)c(C)cc2c1,i,i,-9,i,i,0,-1,i,i,2,-1
CC1c2[nH]c3ccccc3c2C[C@H]2C(=O)N(CCCO)CC(=O)N12 (some centres undefined),i,i,-2,i,i,1,-3,i,i,-3,-3
Cc1cc(C)nc(SCC(=O)OCC(=O)N(C)c2c(N)n(Cc3ccccc3)c(=O)[nH]c2=O)n1,i,i,-9,i,i,-3,0,i,i,-3,3
CCNC(=S)Nc1cc2oc3ccccc3c2cc1OC,i,i,-12,i,i,10,-14,i,i,-2,2
O=C(CCCOc1ccc(Cl)cc1Cl)NCCCn1ccnc1,i,i,-2,i,i,-3,-1,i,i,-1,0
CCC(C)NC(=O)CCC(=O)Nc1ccc2nc(N3CCOCC3)cc(C)c2c1 (centres undefined),i,i,-3,i,i,0,-31,i,i,-21,1

# Bioassay records from PubChem BioAssay.
